Screening data from PubChem BioAssay.
KCNH2 WT inh – blocks the wildtype human KCNH2 potassium channel. activity change, % at 1.84 µM. U2OS, BacMam KCNH2, thallium flux FluxOr; stronger effect = lower value. Q12809. hit rate 0.37% among 340,000. AID 720551;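 active = maximum activity change below -70%; inconclusive = maximum activity change between -70% and -50%; inactive = maximum activity change above -50%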; also: % is scaled to controls: 0 for no effect and ±100 for the full control effect
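U2OS cells were transduced with wild-type KCNH2 virus (2.03 x 10^8 / mL) for 4 h at room temperature, then cultured overnight at 37 C. Thallium flux was read with FluxOr dye. Rate constants were normalized to DMSO controls.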
Giardia killer – Giardia lamblia killing; Giardia lamblia trophozoite viability; hit rate 0.15% among 340,000; activity change, % at 7.66 µM, hits read low; in the data active = activity change below about -80%; inconclusive = between about -30% and that limit;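 also: parasites exposed to compound for two days anaerobically before the ATP read; % is scaled to controls: 0 for no effect and ±100 for the full control effect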
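Luminescence from cellular ATP indicates surviving trophozoites (100 cells/well) following 48 hrs anaerobic compound treatment at 37 deg C; signal develops 15-30 min at room temperature.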
TCR activator – T cell receptor activation; 330,000 tested, under 10 active; Potency, µM (top dose mostly 9.22 µM), without a hit: top-dose activation of IL-2 secretion, most hits filed as activators; primary human leukocytes, anti-CD3, IL-2 HTRF, 48 h; AID 504894; also: % of control where 0% means no effect
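HTRF read-out of IL-2 secretion: europium cryptate donor excited at 320nm, d2 acceptor emission at 665nm. Cells were primary human leukocytes incubated 48 hr with compounds and a-CD3 beads, supplying TCR signal only.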
GALK inh – galactokinase (human) inhibition; Purified GALK, Kinase-Glo residual ATP luminescence; P51570; hit rate 0.007% among 270,000; Potency, µM (series often up to 57.5 µM), without a hit: top-dose activity change, negative = inhibition, actives largely listed as inhibitors; also: potency is read from the fitted curve at half-maximal effect; % is scaled to controls: 0 for no effect and ±100 for the full control effect
Target sequence (P51570 whole entry, looked up): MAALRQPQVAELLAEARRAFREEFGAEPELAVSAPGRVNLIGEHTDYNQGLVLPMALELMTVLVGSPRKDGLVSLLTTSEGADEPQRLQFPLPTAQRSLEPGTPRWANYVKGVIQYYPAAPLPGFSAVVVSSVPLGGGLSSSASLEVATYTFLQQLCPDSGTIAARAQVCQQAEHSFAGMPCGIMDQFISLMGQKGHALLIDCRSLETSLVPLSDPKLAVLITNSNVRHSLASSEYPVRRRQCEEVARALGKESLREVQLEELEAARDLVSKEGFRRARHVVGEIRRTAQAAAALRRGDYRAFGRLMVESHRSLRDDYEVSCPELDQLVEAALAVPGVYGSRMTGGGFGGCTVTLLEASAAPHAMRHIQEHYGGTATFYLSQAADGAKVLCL
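Luminescence from leftover ATP (Ultra-Glo luciferase/luciferin) served as read-out after a 1 h room-temperature reaction of 5 nM GALK with 35 uM ATP and 100 uM galactose.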
TSHR antag – antagonists of human thyroid stimulating hormone receptor | P16473 | TSHR-expressing cells, TSH-stimulated cAMP HTRF, 2 h; stronger effect = lower value | activity change, negative = inhibition, % at 11.5 µM | hit rate 0.2% among 330,000 | AID 504810;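 active = activity change below a set negative limit, meaning inhibition stronger than a set level, cut at about -70% in these data; inconclusive = activity change between two set negative limits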; also: % is scaled to controls: 0 for no effect and ±100 for the full control effect
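Competitive HTRF cAMP read-out (cryptate anti-cAMP antibody, cAMP-d2; 30 min, room temperature) in freshly harvested TSHR cells. Compounds added before TSH at EC80 (4nM final), followed by 2 hours' incubation at 37 deg C.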
MLL CXXC-DNA inh – blocks binding of human MLL CXXC domain to DNA | Q03164 | MLL-CXXC / FITC-HOXA9 DNA fluorescence polarization | Potency, µM (titrated, usually from 115 µM), without a hit: top-dose activity change, negative = inhibition, most hits filed as inhibitors | hit rate 0.037% among 290,000 | AID 2662; active = well fitted inhibition curve with a large enough effect in the polarisation, with a control signal flat, not every such curve was filed as active; inconclusive = small, poorly fitted or top-dose-only effect, or effect the other way, or a change in a side signal; inactive = no such curve, though single readings can be large or run the other way; the % refers to the polarisation; also: potency is read from the fitted curve at half-maximal effect
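Fluorescence polarization: 7 uM MLL-CXXC (stock) preincubated 5 min with compounds, then 50 nM fluorescein-HOX-A9 DNA (stock) added; 30 min ambient. Buffer 50 mM Tris-HCl pH 7.5, 50 mM NaCl, 1 mM DTT, 0.05% BSA.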
BCR signal inh – inhibitors of chronic active B-cell receptor signaling; ABC-DLBCL IkBa-CBG/CBR reporter, luminescence ratio, 4 h; Potency, µM (top dose mostly 46.1 µM), without a hit: top-dose ratio change, negative = lower green/red ratio, hits mostly inhibitors; hit rate 0.05% among 340,000; active = well fitted inhibition curve with a large enough effect in the signal ratio, with a control signal flat, not every such curve was filed as active; inconclusive = small, poorly fitted or top-dose-only effect, or effect the other way, or a change in a side signal; the % refers to the signal ratio;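 also: potency is read from the fitted curve at half-maximal effect; plate controls were basal doxycycline-induced cells for no effect and cells given 10 µM MG132 for full effect; MG132 reads +100%, hits lower the ratio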
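TMD8 ABC-DLBCL cells carrying doxycycline-inducible green luciferase fused to IkappaBalpha plus unfused red luciferase were exposed to compounds (up to 46 uM) for 4 hrs at 37C. Activity came from the overlap-corrected green/red luminescence ratio.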
A-T KAP1 phos – potential ataxia-telangiectasia treatment; hit rate 0.19% among 320,000; Potency, µM (top dose mostly 57.5 µM), for inactives: at the highest dose activation, hits mostly activators; AID 485349; […] A-T fibroblasts, KAP-1 phosphorylation AlphaLISA; neocarzinostatin DNA damage 30 min before lysis; also: potency is read from the fitted curve at half-maximal effect; % of control where 0% means no effect; nearly all actives have a fitted effect of over 45% in size
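ATM-like activity read as KAP-1 phosphorylation via AlphaLISA donor/acceptor antibody pairs after lysis and 6 hr at 25C. Cells were ATM-null patient fibroblasts ([…], hTERT), dosed 60 min, then exposed to the DSB inducer NCS for 30 min.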
Tb PFK block – blocks T. brucei phosphofructokinase | T. brucei PFK, ADP-Glo luminescence | Potency, µM (top dose mostly 57.5 µM), inactives show top-dose activity, negative = inhibition, actives largely listed as inhibitors | hit rate 0.17% among 330,000;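 also: potency is read from the fitted curve at half-maximal effect; 0% = uninhibited 1x PFK enzyme wells and -100% = no-enzyme wells; nearly all actives have a fitted effect of over 60% in size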
Target sequence (O15648 whole entry, looked up): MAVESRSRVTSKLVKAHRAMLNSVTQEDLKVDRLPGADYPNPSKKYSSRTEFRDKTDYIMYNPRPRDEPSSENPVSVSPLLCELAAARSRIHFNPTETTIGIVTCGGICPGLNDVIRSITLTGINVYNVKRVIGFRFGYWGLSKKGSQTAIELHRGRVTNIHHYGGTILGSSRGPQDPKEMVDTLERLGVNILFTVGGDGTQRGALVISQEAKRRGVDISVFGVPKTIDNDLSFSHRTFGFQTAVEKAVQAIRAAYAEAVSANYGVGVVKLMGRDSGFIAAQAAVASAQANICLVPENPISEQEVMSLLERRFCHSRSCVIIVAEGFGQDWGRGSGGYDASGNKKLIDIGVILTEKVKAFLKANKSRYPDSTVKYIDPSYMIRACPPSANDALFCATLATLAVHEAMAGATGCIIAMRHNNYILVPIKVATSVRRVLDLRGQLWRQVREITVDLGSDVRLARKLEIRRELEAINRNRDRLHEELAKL
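Compounds were pin-transferred as a titration series up to 57 uM into substrate buffer (0.5 mM F6P, 0.1 mM ATP, pH 8.0), then 1.25 nM PFK was added and reactions ran 45 min before ADP-Glo detection.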
FBPA coupling cs – coupling enzyme interference in Giardia aldolase counter-screen; coupling enzyme system counterscreen, AmpLite Red fluorescence; activity change, negative = inhibition, % at 58.2 µM, hits read low; hit rate 0.67% among 290,000; in the data active = activity change below about -30%; also: % is scaled to controls: 0 for no effect and ±100 for the full control effect
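First, compound is pin-transferred into glyceraldehyde-3-phosphate coupling-enzyme reagent at 57.5 uM final and held 10 min at RT. Next, substrate, coupling system and AmpLite Red are added. After 20 min RT, fluorescence (525/598 nm) is read.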
Numbers without * were called inactive; i = inactive; u = inconclusive; x = no result given; [ ] = another dose, or the depositor's remark. Unless noted, calls follow the shape of the dose curve; as a rule, active = well fitted curve in the direction sought with a large enough effect; inconclusive = small, poorly fitted or top-dose-only effect, or another doubt; inactive = no such curve, though single readings can be large; an effect the other way counts as inactive or inconclusive.

SMILES	KCNH2 WT inh	Giardia killer	TCR activator	GALK inh	TSHR antag	MLL CXXC-DNA inh	BCR signal inh	A-T KAP1 phos	Tb PFK block	FBPA coupling cs
CC(=O)N1CCc2c(sc(NC(=O)Cc3ccccc3)c2C(N)=O)C1	-14	9	-3%	x	19	-15%	4%	1%	-9%	-11
Cc1ccc(S(=O)(=O)NCCC(=O)N2CCN(C/C=C/c3ccccc3)CC2)cc1	-10	5	x	x	17	x	1%	8%	1%	x
CC(C)(Oc1ccc(CCNC(=O)c2ccc(-c3ccc(Cl)cc3)o2)cc1)C(=O)O	3	8	6%	-2%	-1	-19%	u	-3%	0%	10
CC(C)CN(C(=O)CN(C)C(=O)Cc1ccc(Cl)cc1)c1c(N)n(CC(C)C)c(=O)[nH]c1=O	2	-8	7%	x	1	x	4%	6%	-18%	x
O=C(/C=C/c1ccc(O)c(O)c1)OC1C(O)CC(OC(=O)/C=C/c2ccc(O)c(O)c2)(C(=O)O)CC1O (stereo not drawn)	1	-5	3%	-3%	-5	-8%	5%	0%	0%	-10
CC(C)c1ccc(/C=C/C(=O)NNC(=O)c2cccnc2)cc1	-9	31[activator]	-1%	x	3	3%	-5%	5%	-6%	0
CCOc1ccc(CN2CCN(Cc3c(C)nn(CC)c3C)CC2CCO)cc1 (stereo not drawn)	3	-3	-2%	5%	6	-5%	2%	-8%	-3%	7
CCC(=O)c1cn(/C(=C\C(=O)OC(C)(C)C)CCC(OC)OC)cc1CC	14	-3	-2%	x	-6	x	-2%	12%	-8%	x
CN1CCN(c2ccc([N+](=O)[O-])cc2NC(=O)c2ccccc2Cl)CC1	u	22	-8%	0%	15	0%	-2%	5%	1%	x
Cc1cc(-c2csc(N)n2)c(C)n1C	11	-11	5%	1%	3	16%	17%	3%	-30%	-30
C=CCC(=O)N1CCCC(CNC(=O)c2ccc(-c3ccccc3)cc2)C1 (stereo not drawn)	-5	u	2%	5%	-1	1%	10%	6%	0%	0
O=C(NCc1ccccn1)c1ccc(CNS(=O)(=O)c2cccc(C(F)(F)F)c2)cc1	3	-8	-7%	7%	2	-4%	-6%	6%	5%	1
O=C1NC2=C(C(=O)c3ccccc32)C(c2ccccc2)N1 (stereo not drawn)	1	15	-6%	-2%	-11	-13%	u	x	0%	1
COc1ccc(S(=O)(=O)N(C)C)cc1NC(=O)c1ccc2c(c1)NC(=O)C(C)S2 (stereo not drawn)	-5	12	x	x	-14	x	u	3%	-1%	x
CCN(C(=O)CSc1nnc(CNc2cccc(OC)c2)n1C1CCCCC1)C1CCS(=O)(=O)C1 (stereo not drawn)	35	-15	1%	-8%	u	2%	1%	5%	1%	x
O=C(O)c1cccc(NC(=O)c2cc(S(=O)(=O)N3CCOCC3)cs2)c1	0	21	3%	0%	8	-14%	-2%	-2%	-16%	0
CC1CCc2c(sc3ncn(CC(=O)N4CCCCC4)c(=O)c23)C1 (stereo not drawn)	-2	13	0%	5%	8	-2%	0%	0%	-5%	5
C/C(CC(=O)Nc1c(C)cc(C)cc1C)=N\NC(=O)c1cnccn1	1	12	0%[46.1 µM]	x	3	11%	-23%	1%	0%	-1
S=C1NCCc2ccccc2C1c1ccccc1Cl (stereo not drawn)	21	4	2%[46.1 µM]	0%	-4	-2%	u	3%	10%	2
COc1ccc(OCc2nc3ccccc3[nH]2)cc1	-13	-17	x	0%	-5	2%	u	-2%	-6%	-2
CC1CCc2c(sc3nc(SCC(=O)NCc4ccco4)nc(N)c23)C1 (stereo not drawn)	-6	-2	-5%	-4%	-12	-4%	u	-2%	-3%	0
CCCCCc1cc(=O)oc2c(C(CCN3CCCC(C)C3)c3ccc4c(c3)OCO4)c(OC)cc(OC)c12 (stereo not drawn)	-33	-14	4%	-1%	7	u	u	-24%	-2%	2
CCCOC(=O)c1ccc(Nc2cc(C)nc3ncnn23)cc1	7	7	-8%	-2%	-13	-4%	0%	-6%	-1%	0
CC1(c2ccc(OC(F)F)cc2)NC(=O)N(CC(=O)NC2CCCCC2)C1=O (stereo not drawn)	0	-6	1%	-2%	-11	-3%	1%	7%	2%	2
CC(C)(C)c1cc(NC(=O)c2ccc(OC3CCCC3)cc2)no1	1	-16	1%[46.1 µM]	0%	-21	-2%	0%	8%	-1%	1

Some entries already given, limited to GALK inh, MLL CXXC-DNA inh and TCR activator:
SMILES	GALK inh	MLL CXXC-DNA inh	TCR activator
CC(C)c1ccc(/C=C/C(=O)NNC(=O)c2cccnc2)cc1	x	3%	-1%
CCOc1ccc(CN2CCN(Cc3c(C)nn(CC)c3C)CC2CCO)cc1 (stereo not drawn)	5%	-5%	-2%

Next part.
SMILES	KCNH2 WT inh	Giardia killer	TCR activator	GALK inh	TSHR antag	MLL CXXC-DNA inh	BCR signal inh	A-T KAP1 phos	Tb PFK block	FBPA coupling cs
COc1cc(C)c(NC(=O)c2cc(C3CC3)nc3c2cnn3C(C)C)cc1OC	-5	5	-3%	x	-31	x	3%	13%	5%	x
O=C(CCCn1c(=O)[nH]c2ccccc2c1=O)NC1CCCCCC1	-12	10	5%	0%	3	-3%	-6%	11%	1%	2
O=C(NNC(=S)NC(=O)c1ccccc1[N+](=O)[O-])c1ccccc1Cl	-2	13	1%[46.1 µM]	2%	5	5%	0%	-15%	1%	1
O=C(Cn1cc(/C=N/NC(=O)c2ccccc2Br)c2ccccc21)Nc1ccc(F)cc1	-3	-22	9%[46.1 µM]	0%	-10	13%	u	7%	0%	0
CCCN(CCC)C(=S)NC(=O)c1ccc(-c2ccccc2)cc1	u	-12	-2%	0%	-17	-2%	u	-5%	0%	-3
CN(C)S(=O)(=O)c1cccc(NC(=S)N/N=C/C(c2ccccc2)c2ccccc2)c1	0	-4	0%[46.1 µM]	-2%	6	-1%	u	7%	-16%	-2
O=C(CCCCCN1C(=O)c2ccccc2C1=O)NCCc1nc2ccccc2[nH]1	1	13	-5%	2%	0	2%	1%	18%	2%	0
COc1ccc(-c2cn3cccnc3n2)cc1Br	10	26	-3%[46.1 µM]	2%	-2	4%	u	4%	-8%	-1
Cc1c(C(=O)N2CCCCC2)sc(NC(=O)c2ccco2)c1C#N	-3	-5	-1%[46.1 µM]	-4%	0	7%	2%	-6%	0%	2
CCOC(=O)C1CCCN(C(=O)c2ccccc2NC(=O)C2=C(C)OCCS2)C1 (stereo not drawn)	1	19	1%	7%	0	-15%	1%	-4%	1%	2
Cc1ccc(NC(=O)c2c(Cl)nc3ccccn23)cc1	i	31[activator]	-2%	-3%	-11	-2%	11%	-1%	-1%	1
O=C(Nc1nnc(SCc2ccccc2)s1)c1ccco1	0	-5	2%	3%	2	-8%	9%	x	-2%	16
Nc1c(S(=O)(=O)c2ccccc2)c2nc3ccccc3nc2n1C1CC1	-11	7	-3%	-3%	1	1%	1%	2%	0%	0
Oc1cccc(NC(=S)N=Nc2c(O)[nH]c3ccc(Br)cc23)c1	0	14	-2%	0%	-3	u	u	-8%	0%	1
Cc1cc(C)c(S(=O)(=O)Nc2nnc(C)s2)c(C)c1	0	15	5%	-2%	0	6%	1%	-2%	4%	2
CC(=O)Nc1c(S(=O)(=O)c2ccccc2)c2nc3ccccc3nc2n1Cc1ccccc1	7	2	-5%	3%	-8	-7%	u	-2%	0%	0
CCc1ccc(S(=O)(=O)N2CCN(c3ccccc3OC)CC2)cc1	-1	0	x	4%	-2	-6%	3%	-4%	-4%	1
O=C(NCc1ccc2c(c1)OCO2)C1(S(=O)(=O)c2ccccc2)CC1	-5	-5	2%[46.1 µM]	-3%	-2	-1%	-2%	0%	1%	-1
Cc1cc(/C=N/NC(=O)c2ccc(CN3CCOCC3)cc2)c(C)n1-c1ccccc1	0	7	-1%	1%	2	-4%	6%	1%	-6%	-1
N#CCCN1CCN(S(=O)(=O)c2ccc(C#N)cc2)CC1	10	18	-2%	1%	-2	-4%	1%	3%	-3%	2
N#CCC(=O)N/N=C\c1ccc(OC/C=C/c2ccccc2)cc1	5	19	16%	-4%	-6	13%	u	x	2%	1
Cc1ccccc1-n1nc2c(c1NC(=O)c1ccco1)CS(=O)(=O)C2	6	-5	5%	1%	-9	6%	-1%	-4%	-1%	0
Cc1c(C(=O)N2CCCc3ccccc32)sc2nc(-c3ccccc3)cn12	-1	8	-2%	3%	2	-1%	u	-57%[inhibitor]	-4%	1
O=C1S/C(=C\c2ccc(N3CCOCC3)o2)C(=O)N1Cc1ccc(F)cc1	-16	20	6%	-1%	7	u	3%	6%	-3%	-36*
CC(Oc1cc2oc(=O)c3c(c2cc1Cl)CCC3)C(=O)NCCCN1CCOCC1 (stereo not drawn)	-2	10	-1%	7%	-4	10%	-1%	-3%	0%	1
C(=C/c1ccnc2nc(SC/C=C/c3ccccc3)nn12)/c1ccccc1	-4	2	0%	-5%	-6	-6%	0%	2%	3%	2
